AMA1 RON2 block: disrupts binding of P. falciparum AMA1 to RON2. actives 0.2% (n = 360,000). Potency, µM (doses to about 58.2 µM), inactives show at the highest dose activity change, negative = inhibition, actives largely listed as inhibitors. AlphaScreen AMA1-biotinylated RON2 peptide binding;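 further: potency means the concentration at half of the fitted maximal effect; 0% = vehicle wells and -100% = peptide control; nearly all actives have a fitted effect of over 45% in size; some results filed as inactive show a strong effect at the top dose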
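AMA1 (3D7) with his tag at 25 nM final met compounds first, then biotinylated RON2 peptide at 25 nM; detection used donor plus acceptor beads, 10 µg/mL apiece, read by AlphaScreen after 30 min at room temperature.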
HCMV antiviral: human cytomegalovirus inhibition; HFF cells, HCMV-luciferase reporter, 72 h; stronger effect = lower value; activity change, negative = inhibition, % at 57.5 µM; actives 4.5% (n = 410,000); AID 1259415; in the data active means activity change below about -60%; inconclusive means no clear call, values can overlap the other calls; inactive means above about -39%
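Screen run at 2 compound doses on HFFs infected with reporter HCMV, MOI 1 PFU/cell. Luciferase activity from cell lysates at 72 h post infection gave inhibition relative to buffer-only and Salinomycin wells.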
HCV inh: blocks hepatitis C virus; Huh7.5.1 HCVcc-Cre infection, luciferase reporter, 44 h; Potency, µM (series often up to 41.8 µM), for the others: at the top dose activity change, negative = inhibition, actives largely listed as inhibitors; actives 3.4% (n = 340,000); AID 651820; further: potency means the concentration at half of the fitted maximal effect
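Infectious HCV cell culture screen: compound-treated cells (1,000/well, pre-plated 4 h) are infected with HCVcc-Cre at roughly 0.5 moi and grown 44 h. Infection is quantified by luciferase signal after 15 min substrate incubation at room temperature.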
Sm TGR inh: S. mansoni TGR enzyme inhibition | actives 3% (n = 360,000) | purified TGR, DTNB reduction, TNB absorbance 405 nm | Q962Y6 | Potency, µM (titrated, usually from 114 µM), for inactives: at the highest dose activity change, negative = inhibition, most hits filed as inhibitors; further: potency means the concentration at half of the fitted maximal effect; nearly all actives have a fitted effect of over 60% in size
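First, TGR (20 nM dispensed) and NADPH were mixed with compound. Second, a 15 min room-temperature incubation followed. Third, further NADPH and then DTNB were added to start the reaction. Finally, TNB absorbance was monitored kinetically.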
AmpC detergent: inhibitors of E. coli AmpC beta-lactamase with detergent; Potency, µM (top dose mostly 114 µM), inactives show top-dose activity change, negative = inhibition, usual class: inhibitors; P00811; AmpC hydrolysis of nitrocefin, absorbance 480 nm, 0.01% Triton; actives 0.041% (n = 370,000); AID 485294;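 further: potency means the concentration at half of the fitted maximal effect; 0% = no-compound wells and -100% = no-enzyme wells; nearly all actives have a fitted effect of over 25% in size; some results filed as inactive show a strong effect at the top dose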
Target sequence (P00811 whole entry, looked up): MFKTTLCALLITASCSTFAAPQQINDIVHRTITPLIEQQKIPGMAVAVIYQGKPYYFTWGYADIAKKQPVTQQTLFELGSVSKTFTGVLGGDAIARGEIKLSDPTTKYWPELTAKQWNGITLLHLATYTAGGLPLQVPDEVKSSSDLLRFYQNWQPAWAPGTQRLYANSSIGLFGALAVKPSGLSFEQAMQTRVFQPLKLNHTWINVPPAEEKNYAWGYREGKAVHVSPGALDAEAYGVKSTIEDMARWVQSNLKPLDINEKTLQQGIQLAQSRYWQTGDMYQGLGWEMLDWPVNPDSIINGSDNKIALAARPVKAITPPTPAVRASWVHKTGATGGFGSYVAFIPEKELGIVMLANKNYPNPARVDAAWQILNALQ
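AmpC (5.3 nM in the dispensed reagent) in 20 mM phosphate pH 7.0 with 0.01% (detergent screen) or 0.0001% Triton X-100 was preincubated with compounds for 15 min at room temperature. Nitrocefin was then added from an 800 uM solution, and hydrolysis was followed at 480 nm.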
Giardia FBPA inh: Giardia lamblia aldolase inhibition; A8B2U2; purified Giardia FBPA; Potency, µM (highest dose often 59.6 µM), without a hit: top-dose activity, negative = inhibition, hits mostly inhibitors; actives 0.71% (n = 290,000); further: potency means the concentration at half of the fitted maximal effect; nearly all actives have a fitted effect of over 55% in size
Target sequence (A8B2U2 whole entry, looked up): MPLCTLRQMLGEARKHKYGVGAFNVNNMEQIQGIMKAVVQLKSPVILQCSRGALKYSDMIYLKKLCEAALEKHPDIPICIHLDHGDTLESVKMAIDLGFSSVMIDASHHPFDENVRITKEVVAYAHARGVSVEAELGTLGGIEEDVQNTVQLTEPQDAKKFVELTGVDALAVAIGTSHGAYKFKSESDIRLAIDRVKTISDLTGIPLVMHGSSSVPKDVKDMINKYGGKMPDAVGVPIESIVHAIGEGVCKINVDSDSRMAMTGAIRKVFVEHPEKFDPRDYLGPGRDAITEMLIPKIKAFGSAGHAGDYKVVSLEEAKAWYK
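Giardia FBPA (40 nM reagent) was preincubated 10 min at RT with compound (up to 57.5 uM final), then substrate plus GAPDH/TPI/NAD/arsenate coupling system with diaphorase/resazurin was added; resorufin fluorescence (525/598 nm) was read after 20 min.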
* marks the source's active call; other numbers are inactive results; & = joins results of further samples; [ ] = another dose, or the depositor's remark. Unless noted, the call rests on the fitted dose curve; in most records, active means well fitted curve in the direction sought with a large enough effect; inconclusive means small, poorly fitted or top-dose-only effect, or another doubt; inactive means no such curve, though single readings can be large; an effect the other way counts as inactive or inconclusive. Unless noted, on the % scale 0 is the no-effect control and ±100 the full control effect. Hits appear at their usual frequency; 9.3% or so of the library scored in one or more.

Results for CCOc1ccc2c(c1)C(C)=CC(C)(C)N2S(=O)(=O)c1ccc(C)cc1 ?
AMA1 RON2 block: -4%; HCMV antiviral: -79*; HCV inh: -19%; Sm TGR inh: -4%[57.1 µM]; AmpC detergent: 0%; Giardia FBPA inh: 0%

What do the screens show for `CCCCNC(=O)CN1CCN(Cc2ccc3cc(OC)ccc3c2)CC1`?
AMA1 RON2 block: inconclusive; HCMV antiviral: -8; HCV inh: inconclusive; Sm TGR inh: -2%; AmpC detergent: inconclusive; Giardia FBPA inh: inconclusive

Results for CC(=O)Nc1ccc(C(=O)Nc2ccc(S(=O)(=O)Nc3nccc(C)n3)cc2)cc1 ?
AMA1 RON2 block: 0%; HCMV antiviral: -13; HCV inh: 5%; Sm TGR inh: 5%; AmpC detergent: inconclusive; Giardia FBPA inh: inconclusive

How did Cc1ccc(NC(=O)CNS(=O)(=O)c2cccs2)cc1F do in these assays?
AMA1 RON2 block: -2%; HCMV antiviral: 9; HCV inh: 6%; Sm TGR inh: 1%; AmpC detergent: 0%; Giardia FBPA inh: -4%

How did O=C(O)C1CCCCN1C(=O)c1ccc(S(=O)(=O)N2CCCC2)cc1 (centres undefined) do in these assays?
AMA1 RON2 block: 2%; HCMV antiviral: -5; HCV inh: -1%; Sm TGR inh: -10%; AmpC detergent: inconclusive

How did CCc1ccccc1Nc1sc(C(=O)c2cccc(OC)c2)c(N)c1S(=O)(=O)c1ccccc1 do in these assays?
HCMV antiviral: -7; Sm TGR inh: 1%; AmpC detergent: -9%

What do the screens show for `O=C(NC1CCCCC1)c1ccc2c(c1)N(Cc1ccc(Cl)cc1)C(=O)c1ccccc1S2(=O)=O`?
HCMV antiviral: 9; Sm TGR inh: 11%; AmpC detergent: 18%

How did CC1=CC(C)(C)NC(=S)N1c1ccc(C)cc1C do in these assays?
AMA1 RON2 block: -15%; HCMV antiviral: -28; HCV inh: inconclusive; Sm TGR inh: 15%; AmpC detergent: -11%; Giardia FBPA inh: 3%

How did N#Cc1c(-c2ccccc2)cc(C2CC2)nc1SCC(=O)c1cccs1 do in these assays?
AMA1 RON2 block: 2%; HCMV antiviral: -27; HCV inh: -3%; Sm TGR inh: 11%; AmpC detergent: -4%

What do the screens show for `CCN(Cc1ccccc1)S(=O)(=O)c1ccc2c(c1)NC(=O)CC(=O)N2`?
AMA1 RON2 block: 0%; HCMV antiviral: 19; HCV inh: 11%; Sm TGR inh: -25%; AmpC detergent: 5%; Giardia FBPA inh: 6%

What do the screens show for `CC(C)(c1ccccc1)c1ccc(OCCn2cnc3ccccc3c2=O)cc1`?
AMA1 RON2 block: 0%; HCMV antiviral: 45; HCV inh: inconclusive; Sm TGR inh: 4%; AmpC detergent: inconclusive; Giardia FBPA inh: 1%

Results for COC(=O)C1=C(C)N(CC2CC2)C(=O)N[C@H]1c1ccc(Br)cc1 ?
AMA1 RON2 block: 4%; HCMV antiviral: -19; HCV inh: 4%[8.37 µM]; Sm TGR inh: -9%; AmpC detergent: inconclusive; Giardia FBPA inh: 2%&0%

How did Cc1cccc(C)c1NC(=O)Cn1nnc(C(=O)Nc2c(C)cccc2C)c1N do in these assays?
HCMV antiviral: 3; Sm TGR inh: 0%; AmpC detergent: 3%

Results for Fc1cccc(NC(=S)NCc2ccc(Cl)cc2)c1 ?
AMA1 RON2 block: 4%; HCMV antiviral: inconclusive; HCV inh: 18%; Sm TGR inh: inconclusive; AmpC detergent: 0%; Giardia FBPA inh: 0%

Results for C[C@@H](CSc1ccc(Br)cc1)CN1CC[C@H](C(C)(C)C)CCC1=O ?
AMA1 RON2 block: -3%; HCMV antiviral: -25; HCV inh: inconclusive; Sm TGR inh: -1%; AmpC detergent: 12%

What do the screens show for `CCOc1cccc(C2c3c(oc4ccc(F)cc4c3=O)C(=O)N2CCOC)c1` (centres undefined)?
HCMV antiviral: -25; Sm TGR inh: -3%; AmpC detergent: 29%

Results for Cc1ccc(NS(=O)(=O)c2ccc3oc(=O)c4ncn(C)c4c3c2)cc1C ?
HCMV antiviral: -14; Sm TGR inh: 0%; AmpC detergent: -7%

Results for O=C(Nc1ccccc1)C1=C[C@@H](c2ccc(Br)cc2)C[C@@H](OCCCCO)O1 ?
AMA1 RON2 block: -2%; HCMV antiviral: 42; HCV inh: 0%; Sm TGR inh: -25%; AmpC detergent: 6%; Giardia FBPA inh: -1%

How did CCOC(=O)c1nn(-c2ccccc2)c(C(=O)OCC)c1N do in these assays?
AMA1 RON2 block: 0%; HCMV antiviral: 16; HCV inh: -6%; Sm TGR inh: 0%; AmpC detergent: inconclusive; Giardia FBPA inh: -2%

How did CN1CCN(C(=O)Nc2ccc3c(c2)N(C)C(=O)c2ccccc2S3)CC1 do in these assays?
AMA1 RON2 block: -18%; HCMV antiviral: inconclusive; HCV inh: inconclusive; Sm TGR inh: -117%; AmpC detergent: 0%; Giardia FBPA inh: 0%

What do the screens show for `CCOc1ccccc1CNC(=O)Cn1c(-c2ccccc2)cc(C(C)=O)c1C`?
HCMV antiviral: 10; Sm TGR inh: 1%; AmpC detergent: -1%

What do the screens show for `O=C1NC(c2ccccc2)=NC1(NS(=O)(=O)c1ccccc1)C(F)(F)F` (centres undefined)?
AMA1 RON2 block: -5%; HCMV antiviral: 81; HCV inh: -2%; Sm TGR inh: -8%; AmpC detergent: 1%; Giardia FBPA inh: 1%

How did CCN(CC)CCCN=C1N[C@@H](c2cccc(C(F)(F)F)c2)C(C(=O)OC)=C(C)N1CC do in these assays?
AMA1 RON2 block: -1%; HCMV antiviral: inconclusive; HCV inh: 10µM*

Results for O=C(CSc1c2c(nc3ccc(Cl)cc13)CCCC2)N1CCN(c2ccc(Cl)cc2)CC1 ?
HCMV antiviral: 67; Sm TGR inh: 2%; AmpC detergent: 4%

What do the screens show for `O=C(COC(=O)c1ccccc1C(=O)c1ccc(Cl)cc1)NCc1ccccc1`?
AMA1 RON2 block: -3%; HCMV antiviral: -32; HCV inh: -12%; Sm TGR inh: -5%; AmpC detergent: -17%; Giardia FBPA inh: -25%

Results for O=C(Nc1cccc(O)c1)c1cccc(S(=O)(=O)N2CCCC2)c1 ?
AMA1 RON2 block: 5%; HCMV antiviral: 46; HCV inh: -22%; Sm TGR inh: 30%; AmpC detergent: -6%; Giardia FBPA inh: -2%

Results for CNc1nc(Cl)nc2ncn(C)c12 ?
AMA1 RON2 block: -2%; HCMV antiviral: -32; HCV inh: 1%

Results for Cc1cc(C)n(CC(C)NC(=O)c2cc(COc3ccc(F)c(F)c3)on2)n1 (centres undefined) ?
AMA1 RON2 block: 1%; HCMV antiviral: -23; HCV inh: -30%; Sm TGR inh: -19%; AmpC detergent: inconclusive; Giardia FBPA inh: -7%

Results for CC1CCN(CCc2nc3cc(NS(=O)(=O)c4ccc(F)cc4)ccc3n2C)CC1 ?
AMA1 RON2 block: -11%; HCMV antiviral: 3; HCV inh: -5%&-15%; Sm TGR inh: -11%; AmpC detergent: inconclusive; Giardia FBPA inh: -2%

Results for COC(=O)CCNC(=O)NC(CCC(C)C)c1c(-n2cccc2)sc2c1CCN(C)C2 (centres undefined) ?
HCMV antiviral: inconclusive; Sm TGR inh: -22%; AmpC detergent: 19%

Two records drawn at random from the list so far, as already listed:
Results for Cc1cc(C)n(CC(C)NC(=O)c2cc(COc3ccc(F)c(F)c3)on2)n1 (centres undefined) ?
AMA1 RON2 block: 1%; HCMV antiviral: -23; HCV inh: -30%; Sm TGR inh: -19%; AmpC detergent: inconclusive; Giardia FBPA inh: -7%

Results for O=C(Nc1cccc(O)c1)c1cccc(S(=O)(=O)N2CCCC2)c1 ?
AMA1 RON2 block: 5%; HCMV antiviral: 46; HCV inh: -22%; Sm TGR inh: 30%; AmpC detergent: -6%; Giardia FBPA inh: -2%

Among those listed so far, 2 have a CF3 group:
What do the screens show for `O=C1NC(c2ccccc2)=NC1(NS(=O)(=O)c1ccccc1)C(F)(F)F` (centres undefined)?
AMA1 RON2 block: -5%; HCMV antiviral: 81; HCV inh: -2%; Sm TGR inh: -8%; AmpC detergent: 1%; Giardia FBPA inh: 1%

How did CCN(CC)CCCN=C1N[C@@H](c2cccc(C(F)(F)F)c2)C(C(=O)OC)=C(C)N1CC do in these assays?
AMA1 RON2 block: -1%; HCMV antiviral: inconclusive; HCV inh: 10µM*

Carrying on:
How did CCOC(=O)c1cnc(-n2nc(C)cc2C)nc1NC do in these assays?
AMA1 RON2 block: 129%[activator]; HCMV antiviral: -8; HCV inh: -13%; Sm TGR inh: -3%; AmpC detergent: -1%; Giardia FBPA inh: inconclusive

How did CC(C)CCN1NC2(CCC(C)CC2)NC1=S (centres undefined) do in these assays?
AMA1 RON2 block: 52%[activator]; HCMV antiviral: 3; HCV inh: 10%; Sm TGR inh: 14%; AmpC detergent: -1%; Giardia FBPA inh: 0%

What do the screens show for `CNC(=O)Nc1cccc2cccnc12`?
AMA1 RON2 block: -23%; HCMV antiviral: 1; HCV inh: 5%; Sm TGR inh: 7%; AmpC detergent: -12%; Giardia FBPA inh: 1%

Results for CC1(NC(=S)Nc2ccc(NC(=S)NC3(C)CCS(=O)(=O)C3)cc2)CCS(=O)(=O)C1 (centres undefined) ?
AMA1 RON2 block: 26%; HCMV antiviral: 5; HCV inh: 16%; Sm TGR inh: -18%; AmpC detergent: -14%; Giardia FBPA inh: 0%

Results for O=C(/C=C/c1ccc(N2CCCCC2)c([N+](=O)[O-])c1)c1ccc(S(=O)(=O)N2CCCC2)cc1 ?
AMA1 RON2 block: -7%; HCMV antiviral: -12; HCV inh: 1%; Sm TGR inh: 0%; AmpC detergent: -12%; Giardia FBPA inh: 2%

How did Cn1c(=O)n(C)c2cc(NS(=O)(=O)c3ccc(C(C)(C)C)cc3)ccc21 do in these assays?
AMA1 RON2 block: -1%; HCMV antiviral: -32; HCV inh: inconclusive; Sm TGR inh: 6%; AmpC detergent: 7%; Giardia FBPA inh: 2%

Results for CN1CCN(c2ccc(NS(=O)(=O)c3ccc(Cl)cc3)cn2)CC1 ?
AMA1 RON2 block: -11%; HCMV antiviral: -32; HCV inh: 3%; Sm TGR inh: 7%; AmpC detergent: -1%; Giardia FBPA inh: -9%

Results for CCOC(=O)CSc1nc2sc3c(c2c(=O)n1-c1ccccc1)CCN(C(C)C)C3 ?
AMA1 RON2 block: 20%; HCMV antiviral: inconclusive; HCV inh: -20%; Sm TGR inh: inconclusive; AmpC detergent: -3%; Giardia FBPA inh: -19%

How did COC(CNC(=O)C(=O)Nc1cc2c3c(c1)CCN3C(=O)CC2)OC do in these assays?
AMA1 RON2 block: -7%; HCMV antiviral: 46; HCV inh: 3%; Sm TGR inh: -6%; AmpC detergent: inconclusive; Giardia FBPA inh: -2%

Results for COc1ccc(Nc2ccc(N3C(=O)CCCC3=O)cc2[N+](=O)[O-])c(OC)c1 ?
AMA1 RON2 block: -20%; HCMV antiviral: 44; HCV inh: -18%; Sm TGR inh: 0%; AmpC detergent: -7%; Giardia FBPA inh: 0%

From PubChem
